ssDAF12 agonist = S. stercoralis DAF-12 nuclear receptor activators, primary screen, cell-based, luminescence, HEK293, GRIP1 co-expression, lit1-tk-luc; activation, % at 6.8 µM; 370,000 tested, 1% active; Nuclear hormone receptor DAF-12 (Strongyloides stercoralis); AID 652126, 2013; HEK293 ssDAF-12/GRIP1 lit1-tk-luc reporter; % of 3 µM dafachronic acid response;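 active = activation above the mean over all tested compounds plus 3 SD, cut at about 0.9% in these data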;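 note: 0% = DMSO-only wells and 100% = 3 µM delta7-dafachronic acid wells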
hgDAF-12 ag = H. glycines DAF-12 receptor agonists, primary screen, cell-based, luminescence, HEK293, GAL4 fusion, UAS-luciferase | activation, % at 6.8 µM | AID 687014, 2013 | HEK293 GAL4-hgDAF12 UAS-luciferase reporter, agonist luminescence; normalized to butyrate control | 370,000 tested, 1.8% active | Nuclear hormone receptor DAF-12 (Heterodera glycines), GAL4 fusion;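 active = activation above a cutoff set at the mean of all screened compounds plus 3 SD, cut at about 10% in these data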;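 note: 0% = DMSO wells and 100% = sodium butyrate wells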
ADAM17 inh = ADAM17 inhibitors, primary screen, biochemical, QFRET; Disintegrin and metalloproteinase domain-containing protein 17 (Homo sapiens), P78536; recombinant ADAM17, EDANS/DABCYL FRET peptide cleavage; inhibition, % at 6.95 µM; 370,000 tested, 0.83% active;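 active = inhibition above the mean of compounds lying between control limits plus 3 SD, set per campaign, cut at about 8.5% in these data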;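 note: 0% = DMSO-only wells as the low control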
DAX1 inh-1 = DAX1 (NR0B1) inhibitors on StAR promoter, primary screen, cell-based, luminescence, SF-1 (NR5A1), full-length DAX-1 | inhibition, % at 6.8 µM | AID 652010, 2013 | 370,000 tested, 1.1% active | HEK293T StAR-luciferase reporter, SF-1/DAX-1 repression relief;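 active = inhibition above the mean over all tested compounds plus 3 SD, cut at about 3.6% in these data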;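 note: 0% = DAX-1 cells with DMSO and 100% = cells lacking DAX-1 with DMSO; higher inhibition means more luminescence from relief of DAX-1 repression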
hcDAF12 agonist = H. contortus DAF-12 nuclear receptor activators, primary screen, cell-based, luminescence, HEK293, lit1-tk-luc reporter; HEK293 hcDAF-12 lit1-tk-luc reporter; 0% DMSO, 100% Δ7-dafachronic acid; activation, % at 6.8 µM; 370,000 tested, 1.4% active;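 active = activation above the mean of all tested compounds plus 3 SD, cut at about 5.5% in these data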;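 note: 100% = response to 3 µM Δ7-dafachronic acid high control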
ADAM10 inh = human ADAM10 inhibitors, primary screen, biochemical, QFRET, HTS | 370,000 tested, 0.62% active | Disintegrin and metalloproteinase domain-containing protein 10 (Homo sapiens), O14672 | inhibition, % at 7 µM | recombinant ADAM10, EDANS/DABCYL FRET peptide cleavage, 3 h;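 active = inhibition above a per-campaign cutoff equal to the mean of compounds falling between control-based bounds plus 3 SD, cut at about 20% in these data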;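 note: 0% = DMSO wells while the 100% control is not disclosed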
FXN GAA850 act = FXN promoter activators, primary screen, cell-based, luciferase luminescence, HEK293 lucGAA850; HEK293 lucGAA850 FXN promoter luciferase reporter, 24 h; percent of 10 µM SAHA response; activation, % at 6 µM; 360,000 tested, 0.56% active;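 active = activation above the average of all compounds screened plus 3 SD, cutoff fixed separately per campaign, cut at about 7.5% in these data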;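 note: 0% = DMSO wells and 100% = 10 µM SAHA wells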
PLCb3 inh = human PLC-beta3 inhibitors, primary screen, biochemical, fluorescence; 370,000 tested, 0.18% active; AID 720704, 2013; 1-phosphatidylinositol 4,5-bisphosphate phosphodiesterase beta-3 (Homo sapiens), Q01970; inhibition, % at 12.2 µM; Purified PLC-beta3, fluorogenic substrate; in the data active = inhibition above about 11%;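 note: 0% = median of compound wells on plate and 100% = full blocker control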
DAX1 inh-2 = DAX1 (NR0B1) inhibitors, primary screen, cell-based, HEK293, Gal4-DAX1, luciferase luminescence; AID 504766, 2011; HEK293 Gal4-DAX1 luciferase reporter; 340,000 tested, 0.99% active; inhibition, % at 6.75 µM; Nuclear receptor subfamily 0 group B member 1 (Homo sapiens), P51843;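 active = inhibition above the mean over all tested compounds plus 3 SD, cut at about 4.2% in these data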;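 note: 0% = DAX1-transfected cells with DMSO and 100% = empty-vector control cells with DMSO; inhibition shows as a rise in luminescence from relieved DAX1 repression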
HGIII-sPLA2 inh = human group III sPLA2 inhibitors, primary screen, biochemical, QFRET, BODIPY PC-A2 liposome substrate | Group 3 secretory phospholipase A2 (Homo sapiens), Q9NZ20 | inhibition, % at 12.2 µM | QFRET BODIPY PC-A2 liposome hydrolysis, fluorescence | 370,000 tested, 0.56% active;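 active = inhibition above mean plus 3 SD of compounds lying within the high and low control bounds, cut at about 19% in these data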;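 note: 0% = median of test compound wells and 100% = no enzyme DMSO wells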
PLC-gamma1 inh = PLC-gamma1 enzyme inhibitors, primary screen, biochemical, fluorescence, purified enzyme. fluorogenic substrate. 1-phosphatidylinositol 4,5-bisphosphate phosphodiesterase gamma-1 (Homo sapiens), P19174. inhibition, % at 12.2 µM. 370,000 tested, 0.84% active. AID 720700, 2013; in the data active = inhibition above about 9.5%
Numbers without * were called inactive; i = inactive; / = not tested or not shown.

SMILES	ssDAF12 agonist	hgDAF-12 ag	ADAM17 inh	DAX1 inh-1	hcDAF12 agonist	ADAM10 inh	FXN GAA850 act	PLCb3 inh	DAX1 inh-2	HGIII-sPLA2 inh	PLC-gamma1 inh
OC1CCC(Nc2ncnc3sccc23)CC1 (configuration not stated)	-1.1	3.2	-8	0.0	-1.4	1	0.2	-11	0.8	1	-3
CNc1oc(C)nc1S(=O)(=O)c1ccccc1	-0.8	-3.5	-2	0.3	0.2	2	-0.1	2	1.1	3	-3
O=C(O)CC/C(=N/NC(=O)CNC(=O)c1ccc2c(c1)OCCO2)c1ccccc1	-0.8	-1.5	-2	0.0	3.5	-5	-0.1	-4	0.9	-1	-1
COc1cc(OC)cc(C(=O)NC(C(=O)NCCc2ccccn2)C(C)C)c1 (configuration not stated)	-0.9	-2.4	0	1.5	-1.6	0	1.4	-6	0.5	-3	0
O=C(CCNC(=O)Cn1ccc2ccccc2c1=O)NCCC1=CCCCC1	-0.8	-1.1	-3	0.1	0.1	0	1.8	-3	1.9	1	4
CC(C)N=C(NC#N)SCc1ccccc1F	-1.0	-0.8	-6	-0.2	-0.5	-1	2.5	-1	1.6	-3	-2
CN1OC[C@@H]2CN(C(=O)NC3CCCCC3)[C@H](c3ccc(N4CCCCC4)cc3)C[C@@H]21	-0.3	1.6	-4	1.2	0.6	-12	/	-3	/	7	0
CC1CNC(=S)N(c2ccc(F)cc2)C1=O (configuration not stated)	-0.7	2.0	-1	0.3	1.6	-15	0.0	0	0.0	4	1
Cc1ccc(C(=O)CSc2nnc(C(C)C)n2C)cc1C	-0.6	5.8	0	0.6	-0.8	5	6.9	0	0.2	-14	-4
N#C/C(=C\c1ccc(-c2ccccc2)o1)C(=O)Nn1cnnc1	-0.4	1.7	-5	0.4	-0.2	-2	-3.0	-7	0.4	-8	-4
Cc1nc2c(C)cccn2c1/C(O)=C1\C(=O)C(=O)N(CCN2CCOCC2)C1c1cccs1 (configuration not stated)	-1.0	2.9	-4	-0.1	3.9	0	-2.4	-8	1.3	-4	-3
COc1ccc(NC(=O)C(NC(C)=O)C(=O)NCc2ccc(F)cc2)cc1 (configuration not stated)	-1.1	-2.6	1	-0.7	-1.8	2	1.8	3	0.4	12	0
COc1ccccc1CNC(=O)CS(=O)(=O)c1ccccc1	-0.7	0.8	-2	-0.1	-0.2	4	0.7	-2	1.3	3	0
CCc1ccc(NC(=S)N2CCN(c3cccc(C(F)(F)F)c3)CC2)cc1	-1.2	-0.2	-1	0.0	-0.5	0	-1.8	0	1.9	8	0
COc1cc(-c2cc(NC=O)c3ncc(-c4ccc(C(C)=O)cc4)n3c2)ccc1O	-1.4	11*	-14	-1.4	-2.8	-47	3.4	-85	/	-16	-60

One compound at a time (already shown).
COc1cc(-c2cc(NC=O)c3ncc(-c4ccc(C(C)=O)cc4)n3c2)ccc1O is listed as ssDAF12 agonist: -1.4; hgDAF-12 ag: 11*; ADAM17 inh: -14; DAX1 inh-1: -1.4; hcDAF12 agonist: -2.8; ADAM10 inh: -47; FXN GAA850 act: 3.4; PLCb3 inh: -85; DAX1 inh-2: /; HGIII-sPLA2 inh: -16; PLC-gamma1 inh: -60
CC(C)N=C(NC#N)SCc1ccccc1F is listed as ssDAF12 agonist: -1.0; hgDAF-12 ag: -0.8; ADAM17 inh: -6; DAX1 inh-1: -0.2; hcDAF12 agonist: -0.5; ADAM10 inh: -1; FXN GAA850 act: 2.5; PLCb3 inh: -1; DAX1 inh-2: 1.6; HGIII-sPLA2 inh: -3; PLC-gamma1 inh: -2
COc1cc(OC)cc(C(=O)NC(C(=O)NCCc2ccccn2)C(C)C)c1 (configuration not stated) is listed as ssDAF12 agonist: -0.9; hgDAF-12 ag: -2.4; ADAM17 inh: 0; DAX1 inh-1: 1.5; hcDAF12 agonist: -1.6; ADAM10 inh: 0; FXN GAA850 act: 1.4; PLCb3 inh: -6; DAX1 inh-2: 0.5; HGIII-sPLA2 inh: -3; PLC-gamma1 inh: 0

Continuation:
SMILES	ssDAF12 agonist	hgDAF-12 ag	ADAM17 inh	DAX1 inh-1	hcDAF12 agonist	ADAM10 inh	FXN GAA850 act	PLCb3 inh	DAX1 inh-2	HGIII-sPLA2 inh	PLC-gamma1 inh
O=C(c1cc(-c2cccc(O)c2)on1)N1CCCCC1	0.4	22*	1	8.8*	6.9*	11	2.1	0	1.3	-12	2
O=C(NCCN1C(=O)C2C3C=CC(C3)C2C1=O)c1cc(Cl)cc(Cl)c1 (configuration not stated)	-1.3	-1.2	1	0.4	-2.0	2	/	3	/	-1	1
CC(=O)CSc1nc(C(F)(F)F)cc(=O)n1-c1ccccc1	-0.1	-0.1	-4	-0.2	-1.5	-1	2.3	-1	1.4	-20	2
COc1ccc(C2=NN(CC(=O)Nc3cc(C)ccc3C)C(=O)CC2)cc1	-0.3	-1.7	-6	0.3	2.0	-11	-1.2	-11	-1.3	0	-4
C#CCNC(=O)C1=C[C@@H](c2ccc3c(c2)OCO3)[C@H](CCCO)[C@@H](OCC)O1	-0.4	0.2	-4	0.1	0.9	-8	-0.2	-10	-0.3	-1	-7
COc1cc2c3c([nH]c2cc1F)C(=O)NCC3	-1.7	2.9	-122	-0.9	-0.9	i	-0.4	-149	1.4	6	-137
O=C(c1ccccc1)C1C(c2ccccc2)C1[N+](=O)[O-] (configuration not stated)	-1.3	-1.7	-1	-0.8	-1.4	2	-0.2	-9	1.1	-3	2
O=C(NCc1ccc2c(c1)OCO2)c1c(Cl)cccc1Cl	-1.8	1.4	-3	-0.1	-1.6	-3	1.5	-3	-1.3	-4	-2
O=C(Nc1nnc([C@@H]2O[C@H](CO)[C@@H](O)[C@H]2O)s1)Nc1cccc2c1CCCC2	-0.4	1.8	-6	0.8	1.7	-5	0.0	-3	/	4	-1
CCCCNC(=S)N/N=C1\CCCCc2ccccc21	-1.2	4.6	0	-0.2	-0.3	2	0.6	-1	-1.8	5	0
Cc1c(C(=O)N2CCCCC2)sc(NC(=O)C23CC4CC(CC(C4)C2)C3)c1C#N	-1.0	-0.3	0	0.2	-1.6	7	-0.7	0	-0.2	7	0
O=C(COc1cccnc1[N+](=O)[O-])NC1CCS(=O)(=O)C1 (configuration not stated)	-1.1	-2.8	1	-0.1	0.8	8	0.2	5	-0.6	-1	1
CC(=O)N/N=C/c1cc(C)n(-c2ccc(Br)cc2)c1C	-1.7	-1.6	0	0.0	-1.6	-9	0.0	-5	1.0	0	-3
O=C(NCCS(=O)(=O)N1CCN(c2ccc(F)cc2)CC1)C12CC3CC(CC(C3)C1)C2	-1.0	-1.4	-4	-1.7	-0.2	-2	-1.0	0	-1.5	-1	2
Cc1cc(C)c(NC(=O)C2=COCCO2)c(C)c1	-0.3	2.0	-2	1.0	0.4	-3	1.8	5	1.5	3	2
COc1ccc(C2CC(c3cccs3)=NN2C(=O)COC(=O)c2cc3ccccc3cc2O)cc1OC (configuration not stated)	-1.1	0.2	-2	0.3	-1.0	-4	1.4	-7	-2.2	-6	-9
O=C(NCC(=O)N1CCCCC1)c1sc2ccccc2c1Cl	0.0	8.3	-9	5.8*	0.6	-7	1.5	-5	2.2	5	0
Cc1ccccc1-c1noc(CCC(=O)NC2CCCCC2)n1	-1.2	1.3	-3	-0.4	-1.6	-7	-0.3	-2	-1.1	-2	-1
CCN1CCN(C(=O)/C(C#N)=C/c2ccc(OC(F)F)cc2)CC1	-1.0	-0.7	0	-0.3	0.5	-1	2.7	-1	0.5	5	-1
COC(=O)CCCC1=CC2=C(c3ccccc3)C(=O)C(C)(OC(=O)C3CCCC3)C(=O)C2=CN1C(CO)CO (configuration not stated)	-0.9	-0.5	-5	-0.1	2.0	-10	1.4	-32	4.1	-5	-24
CCOC(=O)c1sc(C)c2c1NC(c1ccc(Cl)cc1)NC2=O (configuration not stated)	-1.1	-2.2	-14	0.2	0.1	-44	0.2	-67	0.2	-1	-58
Cc1csc(NC(=O)CCNS(=O)(=O)c2ccc3c(c2)c(=O)n(C)c(=O)n3C)n1	-1.3	-0.4	0	-0.7	0.6	-3	2.9	2	1.3	3	3
O=C(NC(=S)Nc1ccccc1N1CCCCC1)c1ccc(F)cc1	-0.9	0.6	-2	1.2	-0.9	-5	0.7	-8	-0.4	5	-3
COc1ccccc1NS(=O)(=O)c1ccc2c(c1)NC(=O)C(C)S2 (configuration not stated)	-0.6	-3.3	-2	-0.4	-1.8	-8	-0.9	-11	0.5	-15	-2
COc1ccc(N2C(=O)CC(NCc3cccs3)C2=O)cc1 (configuration not stated)	-1.0	-0.8	2	0.2	-0.6	5	1.4	5	0.9	7	11*
Cc1cccc(CN2[C@@H](C)[C@H](c3ccccc3)Oc3cc(Br)ccc3S2(=O)=O)c1	-1.0	3.3	-1	-1.0	-0.9	0	/	2	/	2	5
Cc1cc(NC(=O)c2ccc3c(c2)OCO3)ccc1NC(=O)c1ccccc1	-0.4	0.1	-1	-0.4	-1.0	-3	-1.3	12*	-0.7	4	4
COc1ccc2cc(C3(C)NC(=O)N(CC(=O)Nc4c(C)n(C)n(-c5ccccc5)c4=O)C3=O)ccc2c1 (configuration not stated)	-1.7	-2.3	-1	-0.4	-1.5	-3	-1.4	-7	-0.2	21*	8
CCc1cccc2c(C(=O)CSc3nncn3-c3ccccc3OC)c[nH]c12	-0.9	-2.4	3	-0.6	-0.2	8	-2.2	1	-1.4	-23	3
CN(CCCNC(=O)c1cccc(N2CCCC2=O)c1)c1ccccc1	-0.4	-1.7	-6	0.1	-2.0	-6	-1.9	-1	-0.3	3	-3

Random draw from the library. About 6.9% of those tested had a hit in this group.
